Tat transport = E. coli Tat export inhibitors, primary screen, MC4100, TorA-mCherry reporter, fluorescence, single point | inhibition, % at 10 µM | 340,000 compounds, 0.036% hits | AID 488895, 2010;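 active = mean replicate inhibition at least 50% and at least half of replicates individually reaching 50%; inconclusive = only one of the two criteria met; inactive = neither criterion met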;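 note: exported cargo escapes ClpAP degradation while cytoplasmic cargo is degraded and loses fluorescence; 0% = median of neutral control wells and 100% = median of NaSCN control wells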
Rtt109 HAT inh = inhibitors of C. albicans Rtt109/Vps75 HAT, primary screen, biochemical, ThioGlo CoA-SH fluorescence, plate reader | Histone acetyltransferase RTT109 (Candida albicans (strain SC5314 / ATCC MYA-2876)), … | purified Rtt109/Vps75, 4 h | inhibition, % at 34.9 µM | 330,000 compounds, 0.16% hits | AID 540336, 2011;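 active = inhibition of at least 50% in every replicate; inconclusive = best replicate reaches 50% inhibition but some replicates fall short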
V-ATPase pHluor = regulators of yeast V-ATPase proton pumping, primary screen, pHLuorin cytosolic pH fluorescence. S. cerevisiae. response, % at 10 µM. 350,000 compounds, 0.37% hits; in the data active = response mostly above about 7.3%, no sharp cut-off; inactive = mostly below about 5.4%; note: actives read high; inactives centre near 0; some compounds called inactive have numbers as strong as hits
Wnt bcat act = Wnt/beta-catenin pathway activators, primary screen, cell-based, plate reader, single point; Wnt/beta-catenin reporter cell assay, activator; activation, % at 9.35 µM; 300,000 compounds, 1.2% hits; in the data active = activation above about 30%, passing the limit was not always enough; inconclusive = no clear call, values can overlap the other calls;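 note: 0% = neutral control wells and 100% = positive control wells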
CAL PDZ FP-1 = untagged CAL PDZ binding inhibitors, primary screen, biochemical, fluorescence polarization, HTS | Golgi-associated PDZ and coiled-coil motif-containing protein (Homo sapiens), Q9HD26 | purified CAL PDZ, TMR-peptide fluorescence polarization, 1 h | inhibition, % at 24.9 µM | 300,000 compounds, 0.92% hits | AID 602252, 2012;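 active = mean inhibition of at least 30% with at least half of replicates also reaching 30%; inconclusive = no clear call, values can overlap the other calls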;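 note: 0% = DMSO neutral control and 100% = excess unlabeled competitor peptide PRC23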
CAL PDZ FP-2 = CAL PDZ peptide-binding inhibitors, primary screen, biochemical, fluorescence polarization, Cer-tagged CAL PDZ, HTS; inhibition, % at 20 µM; purified CAL PDZ, TMR-peptide fluorescence polarization, 1 h; Golgi-associated PDZ and coiled-coil motif-containing protein (Homo sapiens), Q9HD26; AID 504414, 2011; 330,000 compounds, 0.02% hits;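 active = highest replicate inhibition of at least 40%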;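 note: plate controls were DMSO neutral control wells for no effect and unlabeled competitor peptide control wells for full effect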
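Test system: tagged CAL PDZ domain / Buffer or medium: sodium phosphate/NaCl buffer pH 7.4 with TCEP, IgG, Thesit / Reagent: TMR-labelled reporter peptide T*-PRC34 bound in PDZ groove / Compound dosing: single point, 20 µM / Schedule: 1 h incubation at room temperature before polarization reading / Technique: fluorescence polarization (mP) / Benchmarks: unlabelled peptide, DMSO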
dFosB act = activators of delta FosB homodimer, primary screen, biochemical, fluorescence polarization, TAMRA-CDK5 oligo, single point. Protein FosB (Mus musculus), P13346. purified delta FosB; percent of positive-control signal above neutral wells. AID 493131, 2011. activation, % at 25 µM. 340,000 compounds, 0.99% hits;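 active = mean activation above about 17%, with every replicate also reaching it, limit read from the data, passing the limit was not always enough; inconclusive = only one of the two conditions met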;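 note: fluorescence polarization rise as delta FosB binds a TAMRA Cdk5 AP-1 oligo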
Target sequence (P13346 whole entry, looked up): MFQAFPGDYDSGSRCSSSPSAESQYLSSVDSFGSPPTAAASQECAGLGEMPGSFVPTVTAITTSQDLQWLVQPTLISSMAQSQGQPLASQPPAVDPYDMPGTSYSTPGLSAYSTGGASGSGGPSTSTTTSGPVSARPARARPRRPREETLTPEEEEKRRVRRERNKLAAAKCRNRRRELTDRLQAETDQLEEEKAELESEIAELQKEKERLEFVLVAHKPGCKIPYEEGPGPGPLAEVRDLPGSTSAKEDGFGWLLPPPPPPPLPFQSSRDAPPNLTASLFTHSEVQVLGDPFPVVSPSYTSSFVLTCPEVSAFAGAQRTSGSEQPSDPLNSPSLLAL
MITF TRPM1 HTS = activators of MITF-driven TRPM1 promoter reporter, primary screen, cell-based, SK-MEL-5, luciferase, single point | SK-MEL-5 TRPM1-promoter luciferase, 24 h; % of positive control, neutral wells = 0 | activation, % at 12.5 µM | 300,000 compounds, 0.75% hits;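 active = mean activation of at least 80% with every replicate also reaching 80%; inconclusive = mean reaches 80% but some replicate falls short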;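 note: 0% = neutral control wells and 100% = parthenolide positive control wells; values of inactives mirror those of a sister screen read the other way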
CDK5 p35 inh = inhibitors of human CDK5/p35 kinase, primary screen, biochemical, single concentration; Cyclin-dependent kinase 5 (Homo sapiens) + Cyclin-dependent kinase 5 activator 1 (Homo …; Recombinant CDK5/p35, ADP-Glo luminescence, 60 min; inhibition, % at 10 µM; 330,000 compounds, 0.01% hits; AID 488839, 2010;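 active = highest replicate inhibition of at least 50% and at least 75% of replicates reaching 50%; inconclusive = only one of the two criteria met; inactive = both criteria failed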;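 note: plate controls were DMSO neutral control for no effect and GW8510 at 10 µM for full effect; many of its hits are not listed in these tables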
Target sequence (Q00535 whole entry, looked up): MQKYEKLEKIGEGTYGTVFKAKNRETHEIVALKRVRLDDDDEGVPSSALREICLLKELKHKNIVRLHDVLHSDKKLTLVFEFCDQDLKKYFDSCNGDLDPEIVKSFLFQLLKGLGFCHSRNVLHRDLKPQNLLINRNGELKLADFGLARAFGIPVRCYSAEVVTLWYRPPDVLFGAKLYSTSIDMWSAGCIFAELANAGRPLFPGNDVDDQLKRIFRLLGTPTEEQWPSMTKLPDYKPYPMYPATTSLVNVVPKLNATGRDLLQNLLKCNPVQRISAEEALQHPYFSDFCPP
Target sequence (Q15078 whole entry, looked up): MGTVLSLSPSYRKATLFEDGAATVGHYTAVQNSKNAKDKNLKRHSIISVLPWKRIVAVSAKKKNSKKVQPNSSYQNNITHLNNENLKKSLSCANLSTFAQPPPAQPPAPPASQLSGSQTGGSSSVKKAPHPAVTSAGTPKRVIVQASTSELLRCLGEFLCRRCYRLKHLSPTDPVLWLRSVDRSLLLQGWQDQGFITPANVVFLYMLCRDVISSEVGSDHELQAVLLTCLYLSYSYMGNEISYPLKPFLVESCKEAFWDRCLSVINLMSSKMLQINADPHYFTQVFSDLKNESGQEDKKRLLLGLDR
RTF Ca sens act = cardiac RTF calcium sensitivity activators, primary screen, biochemical, IANBD-TnC fluorescence, EC20 calcium; IANBD-labeled TnC RTF fluorescence at EC20 calcium; 0% EC20 calcium, 100% full calcium; activation, % at 7.2 µM; 340,000 compounds, 0.24% hits; AID 493008, 2010;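 active = activation above the mean over all tested compounds plus 3 SD, cut at about 30% in these data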;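 note: rise in fluorescence read as greater calcium sensitivity of cardiac thin filaments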
Numbers without * were called inactive; ? = inconclusive; . = not tested or not shown. An unsorted share of the library; overall some 4.1% were active at least once.

cpd	Compound	Tat transport	Rtt109 HAT inh	V-ATPase pHluor	Wnt bcat act	CAL PDZ FP-1
1	Cc1ccccc1S(=O)(=O)Cc1ccc(C(=O)NCCN2CCCCC2C)o1 (stereo not given)	6	-9	.	.	-3
2	CCOC(=O)CNC(=O)N1CCCC(C(=O)c2cccc(Cl)c2)C1 (stereo not given)	4	.	2	-6	-1
3	CCN1CCCC1CNC(=O)c1ccc2c(c1)N(Cc1cccc(Cl)c1)C(=O)c1ccccc1S2(=O)=O (stereo not given)	5	?	-1	-2	-7
4	CCOc1ccc(C2NC(=O)c3n[nH]c(C)c32)cc1 (stereo not given)	-2	-2	-3	0	.
5	O=C(O)c1ccc(N2C(=O)CC(SC(=NCc3ccc4c(c3)OCO4)Nc3ccccc3)C2=O)cc1 (stereo not given)	-2	16	1	-4	4
6	CC1(C)CC(=O)C2=C(C1)N(CC1CCCO1)C(=O)C2(O)C(F)(F)F (stereo not given)	-4	6	3	0	5
7	CCCCN1CC[C@H]2C=CC[C@@H](C(=O)N3CCOCC3)[C@H]2C1=O	-15	14	4	-3	-6
8	C#CCOC(=O)c1ccc(-n2cncn2)nc1	-3	4	-1	0	2
9	COC(=O)c1ccc2[nH]c(CO)c(-c3ccccc3)c2c1	4	14	1	4	-3
10	O=C(Nc1ccc(F)cc1)NC1(C(=O)NCc2ccco2)CCCCC1	3	-11	-3	-3	-5
11	Cc1ccc(C)c(/C=N/NC(=S)NCCc2ccccc2)c1	-7	-3	-4	-4	.
12	O=C(CN1CCN(c2ccccc2O)CC1)NC(c1ccccc1)c1ccccc1	12	-11	2	-2	-3
13	O=C(CCc1ccccc1)NC(=S)NCc1ccco1	-4	-2	0	-2	-3
14	CCOC(=O)Cc1csc(NC(=O)Nc2ccc(F)cc2)n1	-1	0	-2	12	22
15	Cc1cc(N2CCN(C)CC2)nc2ccc(NC(=S)N3CCN(c4ccc(Cl)cc4)CC3)cc12	-1	-3	1	-3	-2

cpd	CAL PDZ FP-2	dFosB act	MITF TRPM1 HTS	CDK5 p35 inh	RTF Ca sens act
1	-0.8	-1	4	1.4	8
2	-2.4	0	0	1.1	-6
3	-4.4	-1	-60	-1.8	2
4	-1.0	-3	.	-0.8	-1
5	-3.7	-2	10	0.5	1
6	0.3	10	.	0.1	0
7	1.5	-1	3	0.4	-6
8	-1.0	1	5	-0.2	-4
9	0.9	5	14	1.5	-8
10	-1.3	3	12	1.3	4
11	-0.6	-6	-2	-1.0	2
12	-0.9	-5	-10	0.3	2
13	-2.9	-1	-3	-0.6	4
14	-1.2	-7	2	0.9	4
15	-1.1	10	13	-0.9	-1

cpd	Compound	Tat transport	Rtt109 HAT inh	V-ATPase pHluor	Wnt bcat act	CAL PDZ FP-1
16	O=C(/C=C/c1ccco1)NCc1ccco1	-6	-1	-1	13	.
17	C[C@H](NS(=O)(=O)c1c(Cl)cccc1Cl)C(=O)NNC(=O)COc1ccccc1F	3	5	3	3	-6
18	O=S(=O)(c1ccccc1C(F)(F)F)N1CCOCC1	-2	4	4	1	-4
19	CCOc1ccc(S(=O)(=O)NCc2ccc3c(c2)OCO3)cc1NC(C)=O	-7	6	-2	-4	-4
20	COc1ccc(CCNC(=O)CSc2nc3[nH]ncc3c(=O)n2-c2ccccc2OC)cc1OC	-11	-1	-2	0	4
21	Cn1c(=O)oc2cc(S(=O)(=O)NCCN3CCCCCC3)ccc21	?	-5	0	.	0
22	COc1ccc(OC)c(C2C(C(C)=O)=C(O)C(=O)N2c2ccc(O)cc2)c1 (stereo not given)	-8	-5	1	.	-1
23	O=C(Cc1ccccc1)NCC(=O)N/N=C/c1ccc(Cl)cc1	-11	12	-1	-1	.
24	CC(C)CCN1CCN(Cc2ccc(C(F)(F)F)cc2)CC1CCO (stereo not given)	-2	9	-2	-3	0
25	O=[N+]([O-])c1cccc(/C([O-])=C(/C(=S)Nc2ccccc2F)[n+]2ccccc2)c1	-3	-7	-3	4	0
26	CCN1C(=O)[C@H]2[C@@H](c3ccc(OC)cc3)N3C(=O)CN(CCOC)C(=O)[C@@]3(Cc3ccccc3)[C@H]2C1=O	1	-4	6	-5	1
27	CC(NC(=O)c1ccccc1OC(F)F)c1ccc(-n2ccnc2)cc1 (stereo not given)	-5	4	-1	2	0
28	c1ccc(CCNc2nc3ccccc3s2)cc1	-8	10	-7	.	0
29	Cc1ccc(S(=O)(=O)N2CCOCC2)cc1C(=O)Nc1ccccc1F	1	-17	1	1	-4
30	COc1ccc(NC(=O)Cc2ccsc2)cc1S(=O)(=O)N1CCOCC1	-11	-12	1	-2	.

cpd	CAL PDZ FP-2	dFosB act	MITF TRPM1 HTS	CDK5 p35 inh	RTF Ca sens act
16	0.3	0	.	-0.1	.
17	0.0	-5	.	-1.1	2
18	-1.1	6	2	0.4	5
19	-0.9	3	.	0.2	-5
20	0.0	-13	1	-0.6	-1
21	-0.9	-1	8	-2.1	-5
22	-0.6	0	3	0.9	0
23	0.4	-1	-12	0.3	-2
24	-3.1	-8	-4	-2.6	-1
25	-0.9	-10	-1	-1.9	6
26	0.6	2	-8	1.2	-5
27	0.2	-2	0	1.7	-3
28	-0.3	-7	.	0.7	1
29	-0.6	-2	15	0.4	-4
30	-0.6	0	2	0.8	9

cpd	Compound	Tat transport	Rtt109 HAT inh	V-ATPase pHluor	Wnt bcat act	CAL PDZ FP-1
31	O=C(CSc1ccc(-c2ccc(F)cc2)nn1)Nc1ccc2c(c1)OCCO2	-1	3	0	.	-3
32	CN(C)S(=O)(=O)c1ccc(C(=O)Nc2nc(-c3cc4ccccc4o3)cs2)cc1	-4	-64	1	-3	4
33	O=[N+]([O-])c1ccc(N/N=C/c2cn(Cc3ccc(F)cc3)c3ccccc23)nc1	-4	-2	1	-3	1
34	COc1ccc(C2CC(=O)NC(=O)C2)cc1	-11	1	-4	0	-6
35	COc1ccccc1-n1cc(C(=O)NCC(=O)N2CCN(Cc3ccccc3)CC2)c2ccccc2c1=O	-7	3	7	0	-5
36	O=C(NC1=NCCS1)c1cc(-c2ccccc2)nn1-c1ccccc1	6	-4	0	.	-3
37	Cc1nn(CC(=O)NC(=O)NC2CCCC(C)C2C)c(=O)c(C#N)c1C (stereo not given)	-3	14	-2	4	-3
38	COc1ccccc1Nc1nn2c(=O)c3ccc(C(=O)N4CCCC(C)C4)cc3nc2s1 (stereo not given)	6	6	1	-3	-3
39	COc1cccc2cc(/C(=N/O)c3ccc(Br)cc3)oc12	-7	11	-4	-2	.
40	O=C(NCc1cccnc1)C1CCN(S(=O)(=O)c2cccs2)CC1	-14	3	6	.	-3
41	S=C(c1ccc(N2CCOCC2)cc1)N1CCCCC1	0	2	-1	.	0
42	Cc1ccccc1NC(=S)N(C)Cc1cccs1	-5	-4	3	.	-5
43	O=C1CC(c2ccco2)CC(O)=C1C=NCCN1CCN(C2CC(=O)N(c3ccccc3)C2=O)CC1 (stereo not given)	1	-4	0	.	-1
44	Oc1ccc(Cl)cc1Sc1cc(Cl)ccc1O	-5	?	3	-4	.
45	CC1CCCN(C(=O)CCCNC(=O)c2ccc(Cl)cc2)C1 (stereo not given)	-12	-2	-3	-3	.

cpd	CAL PDZ FP-2	dFosB act	MITF TRPM1 HTS	CDK5 p35 inh	RTF Ca sens act
31	0.3	1	-34	1.5	-4
32	-0.5	12	-13	0.6	-3
33	-1.0	-3	-11	-0.9	6
34	-1.1	-2	-2	-0.6	-6
35	-2.4	-4	-9	0.7	4
36	-0.4	-7	.	0.7	-1
37	-2.3	-3	0	-0.5	2
38	-3.3	4	0	-7.1	-2
39	-1.3	0	8	0.3	-5
40	-0.5	-1	-6	1.3	0
41	-1.0	6	22	2.0	-1
42	0.5	-4	19	-0.2	-4
43	-1.0	-9	-5	1.4	9
44	-0.9	0	-13	-3.2	-7
45	-0.7	-5	-8	-0.9	0

Shown screen by screen: part of the list above.
[38] COc1ccccc1Nc1nn2c(=O)c3ccc(C(=O)N4CCCC(C)C4)cc3nc2s1 (stereo not given)
[39] COc1cccc2cc(/C(=N/O)c3ccc(Br)cc3)oc12
[40] O=C(NCc1cccnc1)C1CCN(S(=O)(=O)c2cccs2)CC1
Assay by compound,38,39,40
Tat transport,6,-7,-14
Rtt109 HAT inh,6,11,3
V-ATPase pHluor,1,-4,6
Wnt bcat act,-3,-2,.
CAL PDZ FP-1,-3,.,-3
CAL PDZ FP-2,-3.3,-1.3,-0.5
dFosB act,4,0,-1
MITF TRPM1 HTS,0,8,-6
CDK5 p35 inh,-7.1,0.3,1.3
RTF Ca sens act,-2,-5,0

Compound activity deposited in PubChem BioAssay by several laboratories.
